Nrf2 block – inhibitors of Nrf2 signaling; A549 ARE-Fluc reporter, luciferase luminescence, 18-24 h; Potency, µM (doses to about 46 µM), for inactives: at the highest dose activity change, negative = inhibition, most hits filed as inhibitors; 2.1% of 360,000 active; note: % is set by controls: 0 for no effect and ±100 for the full control effect; nearly all actives have a fitted effect of over 60% in size
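Two sequential reads on A549 ARE_Fluc cells exposed to compound for 18-24 h: a CellTiter-Fluor fluorescence read for viability, then a luciferase luminescence read for Nrf2/ARE activity.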
MCF10A rereplic – inducers of DNA re-replication in MCF 10A breast cells; MCF 10A DNA re-replication, Hoechst nuclear intensity, 48 h; Potency, µM (series often up to 46.1 µM), for the others: at the top dose activity, positive = re-replication, usual class: activators; 2.9% of 350,000 active; note: % of control where 0% means no effect; nearly all actives have a fitted effect of over 50% in size
TGFb inhibitor – TGF-b pathway inhibition; AID 588855; Potency, µM (doses to about 46.1 µM), without a hit: at the top dose activity, negative = inhibition, actives largely listed as inhibitors; 1.2% of 410,000 active; HepG2 CAGA-GFP TGF-b/SMAD3 reporter, GFP fluorescence, 18 h; TGF-beta stimulated, 500 pg/mL final; note: % is set by controls: 0 for no effect and ±100 for the full control effect; nearly all actives have a fitted effect of over 65% in size
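GFP signal (ex488/em500-530) from TGF-beta-stimulated HEPG2 CAGA-GFP cells, 500 pg/mL final, 18 h at 37 degrees C in DMEM plus 1% FBS, normalized to unstimulated and DMSO-stimulated controls.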
HepG2 viability – counter-screen for TGF-b inhibitors: cytotoxicity in HepG2 cells. 0.76% of 410,000 active. HepG2 CAGA-GFP viability, ATP luminescence, 18 h. Potency, µM (top dose mostly 46.1 µM), for inactives: at the highest dose activity change, negative = cytotoxicity, hits mostly cytotoxic; note: some results filed as inactive show a strong effect at the top dose
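HepG2 CAGA-GFP cells (1000/well, DMEM with 1% FBS) received compound, then TGF-beta at 500 pg/mL final, and were incubated 18 hours at 37 degrees C. Viability was read by CellTiter-Glo luminescence. Media-only wells were set as complete cell-killing and DMSO as no toxicity.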
ATXN2 expr inh – reduces ATXN2 reporter expression in HEK-293 cells; 0.72% of 360,000 active; AID 1745845; Potency, µM (series often up to 57 µM), without a hit: at the highest dose activity change, negative = inhibition, most hits filed as inhibitors; HEK-293 ATXN2-luciferase reporter, luminescence, 24 h; note: % is set by controls: 0 for no effect and ±100 for the full control effect; nearly all actives have a fitted effect of over 55% in size
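ATXN2-luciferase reporter cells (luciferase flanked by upstream and downstream ATXN2 gene portions) were treated 24 h at 37 °C with compounds at up to 57 uM. SteadyGlo luminescence gave expression; GF-AFC fluorescence gave viability.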
EPAC2 antagonist – EPAC2 (human) antagonism. Q8WZA2. EPAC2 GEF exchange of Rap1B-BODIPY-GDP, fluorescence. Potency, µM (top dose mostly 114 µM), inactives show at the highest dose activity, negative = inhibition, actives largely listed as inhibitors. 0.18% of 360,000 active; note: % is set by controls: 0 for no effect and ±100 for the full control effect; nearly all actives have a fitted effect of over 45% in size; many of its hits are not listed in these tables
Target sequence (Q8WZA2 whole entry, looked up): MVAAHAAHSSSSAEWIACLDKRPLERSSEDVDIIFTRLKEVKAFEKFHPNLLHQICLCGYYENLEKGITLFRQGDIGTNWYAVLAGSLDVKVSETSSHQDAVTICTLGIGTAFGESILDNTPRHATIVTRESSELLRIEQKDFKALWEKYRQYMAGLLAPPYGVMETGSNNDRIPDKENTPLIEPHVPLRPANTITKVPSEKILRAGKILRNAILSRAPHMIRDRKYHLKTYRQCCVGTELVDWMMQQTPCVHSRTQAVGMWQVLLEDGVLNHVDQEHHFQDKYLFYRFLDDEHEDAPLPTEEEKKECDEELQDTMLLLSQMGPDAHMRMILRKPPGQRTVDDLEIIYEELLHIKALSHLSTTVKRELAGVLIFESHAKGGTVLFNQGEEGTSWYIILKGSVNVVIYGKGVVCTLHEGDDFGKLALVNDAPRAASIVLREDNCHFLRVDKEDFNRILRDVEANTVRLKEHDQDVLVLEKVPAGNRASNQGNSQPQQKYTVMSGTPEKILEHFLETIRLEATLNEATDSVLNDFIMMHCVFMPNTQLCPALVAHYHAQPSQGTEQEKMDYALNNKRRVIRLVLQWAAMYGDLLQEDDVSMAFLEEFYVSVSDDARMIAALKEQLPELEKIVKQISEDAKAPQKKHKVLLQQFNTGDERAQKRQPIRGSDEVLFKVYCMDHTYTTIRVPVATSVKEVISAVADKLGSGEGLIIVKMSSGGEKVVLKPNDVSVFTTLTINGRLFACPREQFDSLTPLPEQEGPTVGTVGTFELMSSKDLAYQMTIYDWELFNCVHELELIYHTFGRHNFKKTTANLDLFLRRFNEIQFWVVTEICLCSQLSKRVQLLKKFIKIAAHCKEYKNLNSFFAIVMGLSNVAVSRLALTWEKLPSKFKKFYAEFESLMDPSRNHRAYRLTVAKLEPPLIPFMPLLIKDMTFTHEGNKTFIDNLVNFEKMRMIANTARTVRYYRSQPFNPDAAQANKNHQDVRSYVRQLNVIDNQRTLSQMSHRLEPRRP
A549 viability – counter-screen for Nrf2 inhibitors: cytotoxicity in A549 cells. A549 ARE-Fluc cells, CellTiter-Fluor viability, 18-24 h. Potency, µM (highest dose often 46 µM), without a hit: top-dose activity change, negative = cytotoxicity, actives largely listed as inhibitors. 0.16% of 390,000 active. AID 504648; note: % is set by controls: 0 for no effect and ±100 for the full control effect
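A549 ARE_Fluc cells in 5% FBS OPTI-MEM were exposed to compounds in concentration-response for 18-24 h at 37 deg C. Viability was read by CellTiter-Fluor fluorescence (Ex 405/Em 525) after 30 min, before the luciferase read.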
Nrf2 activator – activators of Nrf2 (ARE) signaling; AREc32 ARE-luciferase reporter (MCF7-derived line), luminescence, 24 h; Potency, µM (series often up to 46.1 µM), for the others: at the top dose activation, actives largely listed as activators; 0.31% of 410,000 active; note: % of control where 0% means no effect; nearly all actives have a fitted effect of over 65% in size
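Each well held 1000 AREc32 cells, which were incubated with compound for 24 hr at 37 deg C after overnight attachment, and ARE reporter activity was quantified by firefly luciferase luminescence.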
S2 tox – cell viability loss in ATXN counter-screen; 0.49% of 400,000 active; S2 cells (HEK-293 line with an ATXN2-luciferase reporter) viability, CellTiter-Fluor protease fluorescence, 24 h; AID 651635; Potency, µM (doses to about 56.7 µM), usual class: cytotoxic; note: nearly all actives have a fitted effect of over 40% in size
Numbers without * were called inactive; i = inactive; ? = inconclusive; . = not tested or not shown; & = joins results of further samples; [ ] = another dose, or the depositor's remark. Calls come from the whole dose curve; as a rule, active = well fitted curve in the direction sought with a large enough effect; inconclusive = small, poorly fitted or top-dose-only effect, or another doubt; inactive = no such curve, though single readings can be large; an effect the other way counts as inactive or inconclusive. Potency is the fitted concentration of half-maximal effect. The list is partial; the hit share may differ from the screen's.

SMILES	Nrf2 block	MCF10A rereplic	TGFb inhibitor	HepG2 viability	ATXN2 expr inh	EPAC2 antagonist	A549 viability	Nrf2 activator	S2 tox
Cc1ccc(S(=O)(=O)/N=C2\C=C(NS(=O)(=O)c3ccc(C)cc3)C(=O)c3ccccc32)cc1	.	.	11µM*	-112%	.	?	.	-6.3%	?
Cc1ccc(CNC(=O)c2ccc(NC(=O)C3=CSCCO3)cc2)cc1	10%	-6%	1%	-18%	.	-1%	-1%	4.2%	i
CC1(C(=O)NS(=O)(=O)C2CC2)CCN(C(=O)c2cc(F)cc(F)c2)C1 (stereo not drawn)	.	.	23%	25%	5%	17%	.	-1.1%	i
CCc1cc(=O)oc2cc(C)cc(OCC(=O)NC3CCN(Cc4ccccc4)CC3)c12	-10%	-1%	13%	-12%	.	-2%	0%	-0.7%	i
CC[C@@]1(C(=O)OC)N[C@H](CN(C)S(=O)(=O)c2ccccc2)[C@@H]2C(=O)N(Cc3ccccc3)C(=O)[C@@H]21	?	5%	-1%	-6%	-1%	-11%	0%	0.2%	i
COc1ccc(CCN(C)S(=O)(=O)c2ccc(Cl)nc2)cc1OC	-8%	7%	-11%	-15%	-22%	-11%	8%	0.5%	i
NC(=O)C1CCCN(C(=O)CCCNC(=O)c2ccc(Cl)cc2)C1 (stereo not drawn)	-11%	1%	-22%	5%	-12%	-4%	1%	-1.4%	i
CCCC(=O)NCn1nnc(-c2ccc(Cl)cc2)n1	6%	0%	25%	17%	22%	-3%	-4%	-0.2%	.
COc1cc2[nH]c(=S)n(C3CCCC3)c(=O)c2cc1OC	?	?	1%	-28%	-1%	10%	-7%	-0.6%	i
Cc1ccc(SCC(=O)NN=C2CCN(C)CC2)cc1	19%	2%	-2%	-15%	5%	0%	1%	3.4%	i
COc1cc2nc(NCCc3cccc(C)c3)n3nc(-c4ccccc4)nc3c2cc1OC	4%	.	5%	1%	-6%	.	5%	-0.7%	i
O=C(CSc1nc(=O)n(Cc2ccco2)c2c1CCC2)NCc1ccccc1	.	.	-28%	2%	-4%	.	17%	-0.9%	i
O=C(Nc1nccs1)c1ccc[nH]c1=O	21%	0%	6%	-3%	.	-4%	-2%	5.0%	.
Cc1nn2c(C)c(C(=O)NC(C)(C)C)cnc2c1-c1ccc(F)cc1	?	.	?	-4%	.	.	5%	3.7%	.
CCCn1c(SCC(=O)N2CCc3ccccc32)n[nH]c1=O	?	2%	2%	-6%	17%	6%	3%	0.2%	i
Cc1ccccc1S(=O)(=O)N1[C@@H](c2ccc(F)cc2)C(C(=O)O)=CC[C@H]1c1ccc(Cl)cc1	-17%	-5%	?	-17%	0%	-4%	-12%	-0.7%	i
C=CCN(C(=O)CCS(=O)(=O)c1cccc2nsnc12)c1ccccc1	4%	1%	0%	-16%	-13%	11%	-6%	0.5%	i
COc1ccc(CNS(=O)(=O)NCc2ccc(C)cc2)cc1OC	?	-7%	0%	-3%	-10%	-3%	-1%	0.0%	i
Oc1c(C(c2ccccc2Cl)N2CCOCC2)sc2nc(-c3ccco3)nn12 (stereo not drawn)	.	.	-1%	0%	.	.	-2%	9.9%	.
CC(=O)NC(c1ccc2ccccc2c1)c1ccc2cccnc2c1O (stereo not drawn)	15µM*	?	?	-11%	2.8µM*	?	-20%	0.1%	i

Single records, from the list above:
Oc1c(C(c2ccccc2Cl)N2CCOCC2)sc2nc(-c3ccco3)nn12 (stereo not drawn) across the screens: Nrf2 block: .; MCF10A rereplic: .; TGFb inhibitor: -1%; HepG2 viability: 0%; ATXN2 expr inh: .; EPAC2 antagonist: .; A549 viability: -2%; Nrf2 activator: 9.9%; S2 tox: .
Cc1ccccc1S(=O)(=O)N1[C@@H](c2ccc(F)cc2)C(C(=O)O)=CC[C@H]1c1ccc(Cl)cc1 across the screens: Nrf2 block: -17%; MCF10A rereplic: -5%; TGFb inhibitor: ?; HepG2 viability: -17%; ATXN2 expr inh: 0%; EPAC2 antagonist: -4%; A549 viability: -12%; Nrf2 activator: -0.7%; S2 tox: i

Later entries:
SMILES	Nrf2 block	MCF10A rereplic	TGFb inhibitor	HepG2 viability	ATXN2 expr inh	EPAC2 antagonist	A549 viability	Nrf2 activator	S2 tox
COC(=O)/C(C#N)=C\c1c(OC)[nH]c2ccccc12	?	?	?	-56%	.	17%	?	2.3%	i
Cc1cc(OCCCCNC(C)C)cc(C(C)C)c1	-9%	?	-6%	-5%	-10%	3%	-8%	0.1%	i
Cc1ccccc1NC(=O)c1ccc(CN2CCc3ccccc3C2)cc1	?	?	0%	-23%	-19%	1%	0%	0.2%	i
O=C(NCc1ccncc1)C(=O)NCc1ccncc1	6%	4%	-12%	-8%	-16%	-9%	9%	0.5%	i
CCOc1ccc(S(=O)(=O)NCCC(=O)NCC(c2ccco2)N2CCCCC2)cc1 (stereo not drawn)	-16%	3%	1%	-1%	5%	1%	-1%	0.2%	i
Cc1ccc(S(=O)(=O)N(C)C)cc1NC(=O)C(C)OC(=O)c1cc[n+]([O-])cc1 (stereo not drawn)	6%	-2%	-2%	1%	-3%	1%	-6%	-0.5%	?
COc1ccccc1NC(=O)CN(c1ccccc1)S(=O)(=O)c1ccccc1	-5%	24%	0%	-13%	-8%	-21%	11%	-0.7%	i
COc1ccc(CCNc2c([N+](=O)[O-])c(=O)oc3ccccc23)cc1OC	-29%	-1%	-14%	0%	.	4%	-7%	-0.9%	.
COc1ccc(CC(=O)N2CCC(C)(C(=O)NS(=O)(=O)C3CC3)C2)cc1OC (stereo not drawn)	.	.	0%	5%	16%	17%	.	-0.6%[9.22 µM]	i
Fc1ccc(-c2cnc[nH]2)cc1	?	-18%	29%	-12%	28%	5%	-3%	2.7%	i
Cc1cc(C(=O)CSc2n[nH]c(N)n2)c(C)n1-c1cccc(F)c1	?	?	-21%	-40%	45%[activator]	-9%	-1%	-0.7%	i
COc1ccc(-c2ncccc2O)cc1	?	-2%	17%	16%	12%	0%	-5%	0.4%	i
Cc1cc(OCC(=O)N2CCC(C(=O)O)CC2)c2c(C)cc(=O)oc2c1	-2%	38%	3%	-17%	-5%	-10%	-2%	-0.1%	i
CC1(NC(=S)Nc2ccc(NC(=S)NC3(C)CCS(=O)(=O)C3)cc2)CCS(=O)(=O)C1 (stereo not drawn)	?	9%	0%	31%	-14%	5%	8%	-1.1%	i
Cc1cccc(CS(=O)(=O)Cc2ccc(C(=O)NCc3ccc(Cl)cc3)o2)c1	.	.	-10%	-5%	.	.	-14%	0.6%	.
Cc1cc(C)nc(/N=C2\NC(=O)CC(C(=O)O)N2c2ccc(Cl)cc2)n1 (stereo not drawn)	11%	0%	-1%	2%	4%	1%	4%	-0.1%	i
CC(C(=O)Nc1ccc(O)c(C(=O)O)c1)N1C(=O)/C(=C/c2cccs2)SC1=S (stereo not drawn)	5%	14%	0%	9%	.	-16%	0%	-0.1%	i
CC(C)c1cccc(-c2csc(C(O)c3ccccc3)n2)c1 (stereo not drawn)	.	.	-25%	-47%	-3%	?	.	6.1%	i
O=c1cc(O)nc(SCc2ccccc2)n1-c1ccc(Cl)cc1	-4%	4%	-3%	1%	3%	3%	1%	1.6%	i
COc1cccc(NC(=O)c2cc3ccccc3o/c2=N\O)c1	?	29%	-23%	-46%	.	-4%	-2%	0.2%	i
O=C(Nc1ccc(Cl)c(S(=O)(=O)N2CCOCC2)c1)c1cccs1	?	4%	-13%	-39%	-6%	12%	9%	?	i
CC(C)[C@H]1C(=O)Nc2ccccc2N1C(=O)N[C@@H](Cc1ccccc1)C(=O)N[C@@H](C(=O)O)c1ccccc1	8%	?	25%	7%	0%	-5%	2%	0.2%	i
N=C1c2ccccc2CN1NC(=O)COc1ccc(Cl)cc1	3%	1%	3%	-33%	5%	3%	6%	-0.4%	i
COC(=O)c1ccc(NC(=O)CC2C(=O)N(c3cccc(OC)c3)C(=O)N2Cc2cccc(OC)c2)cc1 (stereo not drawn)	-15%	.	-21%	-15%	.	.	-2%	0.8%	.
CC(O)(CS(=O)(=O)Cc1ccccc1)c1ccccc1 (stereo not drawn)	6%	-3%	-7%	-8%	-4%	12%	3%	-0.5%	i
CC(C)N(C)CCOC(=O)C1COc2ccccc2O1 (stereo not drawn)	-19%	-5%	2%	-2%	-31%	1%	0%	-1.0%	i
O=C(c1cccc(-n2cccc2)c1)N1CCN(S(=O)(=O)c2ccccc2)CC1	-9%	?	-6%	3%	-22%	-5%	3%	-0.2%	i
CC(NO)/C(=N\O)c1cccs1 (stereo not drawn)	2%	3.7µM*	-9%	-11%	-3%	8%	3%	0.0%	i
O=C(Cc1cnn(-c2ccccc2)c1)c1ccc(O)c(O)c1O	-15%	-5%	-8%	-11%	19%	-2%	-6%	2.6%	i
O=C(Cn1c(NCCO)nc2ccccc21)NCC(F)(F)F	-9%	-2%	3%	7%	-14%	11%	3%	-0.3%	i
O=C(O)c1cc(C(=O)O)cc(N2C(=O)CSC2=S)c1	21%	0%	-3%	-2%	-1%	27%	2%	0.0%	i
C[C@H](CO)N1C[C@H](C)[C@H](CN(C)C(=O)Nc2ccc(-c3cccs3)cc2)OCc2cnnn2CCCC1=O	.	.	?	-46%	-5%	5%	.	3.5%	i
COC(=O)/C=c1/sc2n(c1=O)CCN=2	0%	11%	2%	5%	0%	8%	4%	-0.2%	i
O=C(CN1C(=O)NC2(CCCC2)C1=O)OCCOc1cccc(Cl)c1	-13%	1%	-20%	6%	2%	-2%	13%	0.1%	?
COc1ccc(C2Nc3ccccc3C(=O)N2c2ccc(C)cc2)cc1COc1ccccn1 (stereo not drawn)	?	15%	-2%	-20%	30%	-8%	2%	5.4%	i
CC1=C(C(=O)Nc2ccccc2C(=O)N2CCC(C)CC2)SCCO1	2%	-1%	-7%	18%	0%	-4%	2%	0.1%	i
CCCCN(CCCC)CCNC(=O)CN1C(=O)CSc2ccc(S(=O)(=O)N3CCCCC3)cc21	7%	5%	?	-9%&-10%	0%	2%	-6%&-2%	3.8%&4.7%	i
O=C(C1=C[C@@H]2[C@H]3C(=O)N(c4ccc(Cl)cc4)C(=O)[C@H]3[C@@H](C(=O)c3ccc(Cl)cc3)N2C=C1)c1ccccc1	-13%	18%	-9%	-2%	.	0%	2%	8.2%	i
